CHT inh: inhibits the human high affinity choline transporter. Q9GZV3. CHT-expressing cells, membrane potential dye, choline response; stronger effect = lower value. B-score at 10 µM. 0.86% of 310,000 active. AID 488975;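 active means B-score over 3 SD under the library average, and starting fluorescence ratio not unusually high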;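 further: choline stimulus applied at its EC90 after an EC20 pre-addition; B-score computed on integrated fluorescence ratio after choline addition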
Target sequence (Q9GZV3 whole entry, looked up): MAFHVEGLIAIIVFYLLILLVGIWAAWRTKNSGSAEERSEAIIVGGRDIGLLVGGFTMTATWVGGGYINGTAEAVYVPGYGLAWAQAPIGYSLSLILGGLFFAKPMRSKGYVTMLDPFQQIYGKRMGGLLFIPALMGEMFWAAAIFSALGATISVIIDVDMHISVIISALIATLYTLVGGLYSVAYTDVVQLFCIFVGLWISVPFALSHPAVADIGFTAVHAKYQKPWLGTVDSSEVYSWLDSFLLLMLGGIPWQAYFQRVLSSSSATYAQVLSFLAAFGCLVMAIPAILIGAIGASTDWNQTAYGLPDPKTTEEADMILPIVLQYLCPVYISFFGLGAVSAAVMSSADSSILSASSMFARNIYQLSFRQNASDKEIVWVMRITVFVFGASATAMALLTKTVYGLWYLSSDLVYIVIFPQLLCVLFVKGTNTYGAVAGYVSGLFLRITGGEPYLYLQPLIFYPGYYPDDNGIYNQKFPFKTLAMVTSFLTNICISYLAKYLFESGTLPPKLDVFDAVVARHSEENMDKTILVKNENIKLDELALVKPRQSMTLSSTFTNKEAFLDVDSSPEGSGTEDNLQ
STK33 kinase inh: blocks human STK33 kinase activity. 0.073% of 320,000 active. Q9BYT3. AID 2661. inhibition, % at 10 µM. purified STK33, MBP phosphorylation, ADP-Glo luminescence;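 active means inhibition at or above 25%, using the most active replicate where run in duplicate; inactive means inhibition below 25%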
Target sequence (Q9BYT3 whole entry, looked up): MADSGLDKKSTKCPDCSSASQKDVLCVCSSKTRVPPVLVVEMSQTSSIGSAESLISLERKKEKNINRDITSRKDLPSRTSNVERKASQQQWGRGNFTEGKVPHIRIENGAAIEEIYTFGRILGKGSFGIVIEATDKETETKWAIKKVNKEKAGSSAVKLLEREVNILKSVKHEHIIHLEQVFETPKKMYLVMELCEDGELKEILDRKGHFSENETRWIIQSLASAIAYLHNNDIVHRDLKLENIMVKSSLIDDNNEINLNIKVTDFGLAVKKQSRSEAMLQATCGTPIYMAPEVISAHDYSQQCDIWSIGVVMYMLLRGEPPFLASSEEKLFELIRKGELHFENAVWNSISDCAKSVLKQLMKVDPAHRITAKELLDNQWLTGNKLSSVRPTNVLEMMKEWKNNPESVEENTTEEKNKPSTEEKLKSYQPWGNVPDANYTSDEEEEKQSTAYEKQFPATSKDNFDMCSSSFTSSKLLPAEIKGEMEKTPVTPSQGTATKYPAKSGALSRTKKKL
CHT PAM: allosteric activators of human choline transporter CHT; Q9GZV3; CHT-expressing cells, membrane potential dye, choline EC20; stronger effect = higher value; LV-AA mutant CHT in HEK293 cells; B-score at 10 µM; AID 488977; 0.49% of 310,000 active;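 active means initial fluorescence not abnormally high and integrated response B-score, plate-corrected, over 3 SD above library mean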
Numbers without * were called inactive; i = inactive; x = no result given.

SMILES,CHT inh,STK33 kinase inh,CHT PAM
COc1ccc(CNc2nc3c(c(=O)n(Cc4ccc(Br)cc4)c(=O)n3C)n2C)cc1,i,0.6,i
O=C1Nc2ccc(S(=O)(=O)N3CCCCCC3)c3cccc1c23,i,5.0,i
COc1ccccc1NC(=O)/C(=C/c1cccc([N+](=O)[O-])c1)c1ccccc1,i,-2.0,i
CCN1CCN(CCOc2cccc(Cl)c2Cl)CC1,i,-0.2,i
COc1ccc(-c2cc(C3CCN(Cc4ccc([N+](=O)[O-])cc4)CC3)[nH]n2)cc1,i,-1.5,i
O=[N+]([O-])c1ccc(Sc2ccc(Cl)c(Cl)c2)nc1,i,-1.4,i
O=C(OCN1C(=O)c2ccccc2C1=O)c1ccc(Cl)nc1,i,-0.9,i
COC(=O)/C=C1\SC(=Nc2ccc(OC)cc2)NC1=O,i,-1.2,i
O=C(CCc1nnc(CCCCc2ccccc2)o1)N1CCC(N2CCCC2)CC1,i,-1.6,i
CSc1nc2cc(Oc3cccc(Cl)c3Cl)c(Cl)cc2[nH]1,i,-2.3,i
CCn1nc(C)c(CNC(=O)c2cc(COc3ccc(C)nc3)on2)c1C,i,0.6,i
Cc1nn(C)cc1C=NCCOCc1ccccc1,i,-0.8,i
O=C(CCCO)c1ccc2c(c1)OCCO2,i,-0.2,i
CCN1CCN(c2nc3c(c(=O)[nH]c(=O)n3C)n2CCCSc2ncccn2)CC1,i,-0.4,7.53*
CCOc1ccc(OCC(=O)OCC(=O)N2CCN(C(=O)c3ccco3)CC2)cc1,i,-0.7,i
CCOP(=O)(OCC)/C(C#N)=C/c1c[nH]c2ccccc12,i,-1.2,i
O=C(Nc1ccc(OC(=O)c2cccs2)cc1)c1ccco1,i,0.5,i
O=C(CSc1nc2ccccc2c(=O)n1CC1CCCO1)NCc1ccccc1 (stereo not drawn),i,0.0,i
CC(C)CNC(=O)c1c(F)c(F)c(F)c(F)c1F,i,-1.8,i
CCCCSc1nnc(CCCCCNC(=O)OC(C)(C)C)o1,i,-1.3,i
COc1ccc([N+](=O)[O-])cc1NC(=O)C(C)OC(=O)Cn1[nH]c(=O)c2ccccc2c1=O (stereo not drawn),i,-0.1,i
COCC(C)n1c(C)cc(C(=O)Cn2nc(C(=O)O)c3ccccc3c2=O)c1C (stereo not drawn),i,0.2,i
O=C(CCn1ccc2cc(S(=O)(=O)N3CCCC3)ccc21)NCCc1ccccc1,i,-1.8,i
COc1ccccc1-c1nnc2sc(COc3ccc(F)cc3)nn12,i,-2.8,i
Cc1ccc(N(CC(=O)Nc2ccc(-c3nc4ccc(C)cc4s3)cc2)S(C)(=O)=O)cc1,i,-1.6,i
COCCNC(=O)C(c1cccc(OC)c1)N(C(=O)Cn1nnc2ccccc21)c1cccnc1 (stereo not drawn),i,-0.6,i
CCn1c(C(C)NC(=O)Cc2ccccc2)nc2ccccc21 (stereo not drawn),i,-2.1,i
Cn1ncc(Cl)c(Oc2ccc(Cl)cc2)c1=O,i,-0.7,i
[O-][n+]1cccc2c(Br)cc(Br)c(O)c21,i,0.2,i
COCC1OS(=O)(=O)NC(CC(=O)SC(C)(C)C)C1C (stereo not drawn),i,-1.3,i

Exported with values under each structure: 7 of the compounds above
Every second line gives: CHT inh	STK33 kinase inh	CHT PAM
Cn1ncc(Cl)c(Oc2ccc(Cl)cc2)c1=O
→ i	-0.7	i
COCC(C)n1c(C)cc(C(=O)Cn2nc(C(=O)O)c3ccccc3c2=O)c1C (stereo not drawn)
→ i	0.2	i
COc1ccc([N+](=O)[O-])cc1NC(=O)C(C)OC(=O)Cn1[nH]c(=O)c2ccccc2c1=O (stereo not drawn)
→ i	-0.1	i
Cc1ccc(N(CC(=O)Nc2ccc(-c3nc4ccc(C)cc4s3)cc2)S(C)(=O)=O)cc1
→ i	-1.6	i
COCC1OS(=O)(=O)NC(CC(=O)SC(C)(C)C)C1C (stereo not drawn)
→ i	-1.3	i
COc1ccccc1-c1nnc2sc(COc3ccc(F)cc3)nn12
→ i	-2.8	i
COCCNC(=O)C(c1cccc(OC)c1)N(C(=O)Cn1nnc2ccccc21)c1cccnc1 (stereo not drawn)
→ i	-0.6	i

Following part
SMILES,CHT inh,STK33 kinase inh,CHT PAM
Cc1nc2ccc(NC(=O)c3nn(C(C)C)c(=O)c4ccccc34)cc2s1,i,-1.0,i
COc1cccc(C2NC(=O)NC(C)=C2C(=O)Nc2cccc(C)c2C)c1 (stereo not drawn),i,-0.4,i
C=CCc1c(C)nc(SC)nc1Nc1ccccc1,i,-3.4,i
Cc1cc(C(=S)N2CCOCC2)c(C)n1-c1ccc(Cl)cc1,i,1.3,i
CCN(CC)CCNC(=O)CNC(=O)c1nn(-c2ccc(OC)cc2OC)c(=O)c2ccccc12,i,0.2,i
C#CCN(CC=C)C(=O)c1cccc(OC2CCN(S(C)(=O)=O)CC2)c1,i,0.1,i
O=C(Cn1nnc2ccccc2c1=O)NC1CCCCC1,i,-1.5,i
Cc1cc(C)n(-c2nc3ccccc3nc2N2CCN(S(=O)(=O)c3ccc(F)c(C)c3)CC2)n1,i,0.1,i
O=c1c2ccccc2nc2n1C(CSc1ccc(Cl)cc1)CN2 (stereo not drawn),i,-2.5,i
COc1ccc(O)c(-c2cc(-c3cccs3)[nH]n2)c1,i,2.3,i
O=C(c1ccc(COc2ccccc2[N+](=O)[O-])o1)N1CCCCC1,i,0.2,i
O=C(NC1CCCCC1)N1CCNCC1,i,-0.4,i
CCC(=O)Nc1cccc(NC(=O)c2cc3ccccc3o2)c1,i,2.1,i
Cc1cc(C)c(OCC(=O)N2CCN(c3ncc(C(F)(F)F)cc3Cl)CC2)c(C)c1,i,-1.7,i
Nc1nc(SCC(=O)N2CCN(S(=O)(=O)c3ccc(Cl)cc3)CC2)n[nH]1,i,-5.4,i
COC(CNc1ncnc2c1cnn2C)OC,i,-0.9,i
CC(CCc1ccccc1)NC(=O)COC(=O)c1cccc2ccccc12 (stereo not drawn),i,-0.7,i
COc1ccc2nc(-c3ccco3)c(-c3ccco3)nc2c1,i,2.6,i
CCN(CC)c1ccc(/C=N/OCC(=O)N2CCCc3ccccc32)cc1,i,-0.9,i
CC1CCC(NC(=O)c2cc3c(s2)CCCC3)CC1 (stereo not drawn),i,-0.3,i
CCCCCCNC(=O)C(C#N)c1nc2ccccc2nc1N1CCCC1 (stereo not drawn),i,-2.1,i
COc1cc(CNc2ccc3[nH]c(=O)[nH]c3c2)ccc1OCc1ccc(C)cc1,i,-1.0,i
O=[N+]([O-])c1ccc(CSc2nnc(SCc3ccccc3)s2)cc1,i,0.0,i
COC(=O)c1cc(NS(=O)(=O)c2ccc(N3CCOCC3)c(N)c2)cc(C(=O)OC)c1,i,-1.9,i
O=C(CN1C(=O)S/C(=C\C=C\c2ccccc2)C1=O)N1CCCCC1,i,-0.5,i
COc1ccc(CC(=O)Nc2ccc3c(C)cc(=O)oc3c2)cc1OC,i,-0.4,i
CC(Oc1ccc(/C=N/NC(=O)Cc2cccc3ccccc23)cc1)C(=O)O (stereo not drawn),i,-2.2,i
CC(NC(=O)c1ccco1)C(=O)N(C)Cc1ccc(C(F)(F)F)cc1 (stereo not drawn),i,-1.2,i
O=C(c1cccc(Oc2ccc([N+](=O)[O-])cc2Cl)c1)N1CCCCC1,-7.37*,-0.4,i
COc1nc(C)cc(C)c1S(=O)(=O)c1ccccc1,i,-1.3,i
CC(C)OCCCNc1ncnc2c1[nH]c1ccccc12,i,2.3,i
COc1ccc(N2CCN(C(=O)CNC(=O)c3ccco3)CC2)cc1,i,-0.8,i
CC(C)NC(=O)C1CCN(C2CCN(Cc3nc4ccccc4s3)CC2)CC1,i,-1.5,i
CCCOc1ccccc1-c1nc(SCCC(=O)O)n[nH]1,i,-0.2,i
O=C(OCc1cccc([N+](=O)[O-])c1)c1ccncc1,i,-0.6,i
O=C(COc1ccc(Cl)cc1)Nc1ccc(N2CCN(C(=O)c3ccco3)CC2)cc1,i,0.9,i
O=C(Nc1ccccn1)C(NS(=O)(=O)c1cccc2nsnc12)c1ccccc1 (stereo not drawn),i,-1.3,i
CCCn1c2c(c(O)c(C(=O)NCCCN(CC)CC)c1=O)CCCC2,i,-1.9,i
COc1ccc(CNC(=O)COC(=O)c2ccc3c(c2)OCCO3)cc1,i,-0.5,i
Oc1ccccc1-c1nc2c3ccccc3c3ccccc3c2[nH]1,i,7.4,i

Profiles, quoted from the list. Screens in order: CHT inh	STK33 kinase inh	CHT PAM
Results for `[O-][n+]1cccc2c(Br)cc(Br)c(O)c21` : i	0.2	i
Results for `COc1ccc(CNc2nc3c(c(=O)n(Cc4ccc(Br)cc4)c(=O)n3C)n2C)cc1` : i	0.6	i

Next section:
SMILES,CHT inh,STK33 kinase inh,CHT PAM
N=C1SC(CC(=O)Nc2ccc([N+](=O)[O-])cc2)C(=O)N1c1ccccc1 (stereo not drawn),i,-0.1,i
Nc1nc(NCCOCCO)nc(Nc2cccc(F)c2)c1[N+](=O)[O-],i,1.1,i
Cc1ccc(O)c(NC(=S)NC(=O)CC(C)C)c1,i,-1.1,i
Cc1cc(C)n(CC(C)C(=O)O)n1 (stereo not drawn),i,-1.3,i
COc1ccccc1NC(=S)NC(=O)Cc1ccccc1,i,0.0,i
O=[N+]([O-])c1ccc(N2CCN(c3cccc(Cl)c3)CC2)nc1,i,-0.5,i
COc1ccc(C(=O)N[C@H](C(=O)OCC(=O)NC(=O)c2cccn2C)C(C)C)cc1,i,-1.5,i
CCOc1ccc(Oc2ccc(-c3nnc(-c4ccccc4)o3)cc2[N+](=O)[O-])cc1,i,-0.1,i
Cc1c(Cl)cccc1Nc1nc(N)nc(CSc2ncccn2)n1,i,-0.1,i
CCOc1cc(/C=C(\C#N)c2[nH]nc(N)c2C#N)ccc1O,i,34.9*,i
CCOC(=O)c1ccccc1N/C=C1\CCCC1=O,i,-1.5,i
COc1cc(C2NC(=O)NC(C)=C2C(=O)OC2CCCCC2)cc(Cl)c1O (stereo not drawn),i,-0.5,i
COC(=O)C1=C(Cn2cnc3ccccc32)NC(=O)NC1c1cc(C)ccc1C (stereo not drawn),i,-0.8,i
Cc1ncc([N+](=O)[O-])n1Cc1ccc(F)cc1,i,1.8,i
COc1cc(NS(=O)(=O)c2ccc(NC(=S)NC(=O)c3sc4ccccc4c3Cl)cc2)nc(OC)n1,i,-0.3,i
CCn1cc(CNC(=O)/C=C/c2ccc([N+](=O)[O-])cc2)cn1,i,-0.5,i
O=C(/C=C/c1c(Cl)nc2ccccn12)Nc1ccc(F)cc1,i,0.3,i
O=C(OCC(=O)c1ccc[nH]1)c1ccc(S(=O)(=O)N2CCCCCC2)cc1,i,-2.2,i
Cc1cccc(CC(=O)Nc2cccnc2)c1,i,0.0,i
COc1cc(OC)c2c(-c3ccccc3)cc(=O)oc2c1C(CC(=O)N1CCCC1)c1ccc2c(c1)OCO2 (stereo not drawn),i,-0.4,i
Cc1ccc2nc(N(CCCN(C)C)C(=O)c3cc4ccccc4oc3=O)sc2c1,i,0.2,i
Cc1ccc(-c2noc(CN(C(=O)C(c3ccccc3)c3ccccc3)C(C)C)n2)cc1,i,0.6,i
Fc1cccc(NC(=S)N2CCCC2)c1,i,-0.5,i
COc1ccc(Cc2nnc(N/N=C/c3ccc(N(C)C)cc3)[nH]c2=O)cc1OC,i,0.1,i
COc1ccc(/C=N/NC(=O)Cn2c(Cc3ccc(OC)c(OC)c3)nc3ccccc32)cc1OC,i,-0.4,i
O=C(COC(=O)c1ccc2c(=O)n3c(nc2c1)CCC3)Nc1ccc(OC(F)F)cc1,i,1.4,i
CCCCCC(=O)N1CCCC(c2nc(-c3ccc(OC)cc3)no2)C1 (stereo not drawn),i,0.7,i
CC(C)C(C(=O)Nc1ccc(S(=O)(=O)N2CCOCC2)cc1)N1C(=O)c2ccccc2C1=O (stereo not drawn),i,0.4,i
O=C(c1cc2cc(Cl)ccc2oc1=O)N1CCCCCCC1,i,-1.3,i
CCOC(=O)c1ccc2nc(C)c3c(c2c1)OC(C)C3 (stereo not drawn),i,0.3,i
CC1CCCCN1CC(=O)Nc1ccc(Oc2ccccc2)cc1 (stereo not drawn),i,0.3,i
Cc1oc(-c2cccc(F)c2)nc1CN1CCCN(C(=O)c2ccco2)CC1,i,0.8,i
Cc1cc(C)c(-n2c(SCc3nc4ccccc4s3)n[nH]c2=O)c(C)c1,i,0.5,i
Cc1ccc2oc(-c3ccco3)cc(=O)c2c1,i,0.9,i
CC1CCN(S(=O)(=O)c2ccc(NC(=O)CN3C(=O)NC(C)(c4ccccc4)C3=O)cc2)CC1 (stereo not drawn),i,0.8,i
COc1ccc(NC(=O)Cn2cnc3ccccc3c2=O)cc1OC,i,-0.9,i
O=C(c1ccco1)N1CCN(Cc2ccccc2F)CC1,i,-1.2,i
O=C(NC1=NCCS1)c1ccc(C(F)(F)F)cc1,i,-2.3,i
CC(=O)c1ccc(N2CCN(S(=O)(=O)c3ccc(-c4cnc(C5CC5)o4)cc3)CC2)cc1,i,-1.1,i
C=C(C)COc1ccc(-c2[nH]ncc2Oc2ccc(OC)cc2)c(O)c1,i,-0.1,i
O=C(c1ccc(Cl)cc1)N1CCN(C(=O)C2CCCCC2)CC1,i,-1.4,i
Cc1ccc(NC(=S)NCCc2ccc(Cl)cc2)c(C)c1,i,x,i
Cc1ccc(N2CC(C(=O)Nc3ccc(S(=O)(=O)Nc4nccs4)cc3)CC2=O)cc1C (stereo not drawn),i,-2.8,i

Assay outcomes from PubChem.
